D1 potentiator: Potentiators of Human D1 Dopamine Receptor: qHTS; HEK293 TREx D1 cells, calcium flux, dopamine EC20 potentiation; potentiation, % at 10 µM; hit rate 0.036% among 360,000; AID 504651, 2011; in the data active = potentiation above about 30%; note: 0% is about no effect
Target sequence (P21728 whole entry, looked up): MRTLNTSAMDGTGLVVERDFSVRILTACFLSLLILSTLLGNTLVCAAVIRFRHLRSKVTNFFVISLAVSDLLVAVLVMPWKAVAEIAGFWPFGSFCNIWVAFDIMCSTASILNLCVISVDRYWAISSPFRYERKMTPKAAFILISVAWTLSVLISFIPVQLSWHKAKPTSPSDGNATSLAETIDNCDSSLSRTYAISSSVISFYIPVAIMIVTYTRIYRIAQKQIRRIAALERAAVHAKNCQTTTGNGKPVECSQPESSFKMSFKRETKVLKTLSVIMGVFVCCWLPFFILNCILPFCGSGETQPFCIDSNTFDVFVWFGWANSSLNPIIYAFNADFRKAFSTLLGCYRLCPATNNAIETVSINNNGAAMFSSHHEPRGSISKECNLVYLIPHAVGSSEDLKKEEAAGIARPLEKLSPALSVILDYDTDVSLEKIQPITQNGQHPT
D2 PAM: HTS Assay for Positive Allosteric Modulators of the Human D2 Dopamine Receptor: Primary Screen for Potentiators. D(2) dopamine receptor (Homo sapiens), P14416. HEK293 T-REx D2, calcium flux, EC20 dopamine potentiation. potentiation, % at 10 µM. hit rate 0.34% among 340,000. AID 485347, 2010;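 active = potentiation over 3 SD above the plate norm, cut at about 30% in these data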; note: 0% is about no effect
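Tetracycline-induced Hek293 Trex D2 cells, force-coupled to calcium, loaded with no-wash calcium dye. Compound added with 180 s kinetic read for agonism, then EC20 dopamine and a further 180 s read for potentiation.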
RXFP1 ag: qHTS Assay for Agonists of the Relaxin Receptor RXFP1; Relaxin receptor 1 (Homo sapiens), Q9HBX9; HEK293T-RXFP1 cAMP TR-FRET, 30 min; response scale: percent of porcine relaxin response, buffer zero; Potency, µM (titrated, usually from 57.5 µM), without a hit: top-dose activation, usual class: activators; hit rate 0.3% among 370,000; note: potency is the fitted concentration of half-maximal effect; % is set by controls: 0 for no effect and ±100 for the full control effect; nearly all actives have a fitted effect of over 60% in size; many of its hits are not listed in these tables
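HEK293T cells stably expressing RXFP1 were pretreated with the PDE4 inhibitor Ro 20174, exposed to compounds for 30 min at 37C, lysed, and cAMP was read by TR-FRET. Data normalized to buffer (basal) and 29 nM porcine relaxin (100%).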
Vif-APOBEC3F blk: qHTS for Inhibitors of Vif-A3F Interactions: qHTS. HeLa A3F-eYFP + Vif (tagged APOBEC3F with the HIV-1 protein that degrades it), YFP fluorescence increase. Potency, µM (series often up to 46.1 µM), without a hit: at the highest dose activity, negative = active. hit rate 0.2% among 390,000. AID 602313, 2012; note: potency is the fitted concentration of half-maximal effect; % of control where 0% means no effect; nearly all actives have a fitted effect of over 65% in size
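HeLa cells stably expressing Vif plus C-terminally eYFP-tagged A3F were seeded, incubated overnight at 37 deg C, dosed with compound, incubated overnight again at 37 deg C. Yellow fluorescence (Ex 488/Em 500-530) reported blocked Vif-mediated A3F-eYFP degradation.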
LDHA inh: qHTS assay for inhibitors of human lactate dehydrogenase | L-lactate dehydrogenase A chain (Homo sapiens), P00338 | purified LDHA, NADH/diaphorase-resazurin fluorescence; stronger effect = lower value | activity change, % (values are at about 110 or 230 µM) | hit rate 0.15% among 480,000 | AID 1347041, 2019; in the data active = activity change below about -30%; inconclusive = mostly about -25% to -30%;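 note: plate controls were DMSO wells for no effect and wells without enzyme for full effect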
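LDH5 2 nM; NADH 0.06 mM, pyruvate 0.2 mM; 200 mM Tris pH 7.4, EDTA, Tween-20; 5 min RT. Detection: diaphorase 0.133 mg/mL + resazurin 37 µM, fluorescence ex540/em590 at 0 and 20 min; normalized to enzyme-free and DMSO wells.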
GRP78 ERSR act: qHTS for Inducers of the Endoplasmic Reticulum Stress Response (ERSR) in Human Glioma: qHTS. U87-MG GRP78 promoter luciferase reporter, 16 h. Potency, µM, for the others: at the top dose activation, most hits filed as activators. hit rate 0.02% among 420,000. AID 602332, 2012; note: potency is the fitted concentration of half-maximal effect; series mostly up to about 76 µM; % of control where 0% means no effect; nearly all actives have a fitted effect of over 35% in size
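Stably transfected U87-MG glioma cells carrying a GRP78-based luciferase sensor; 16 h compound incubation. Luminescence end-point read 10 min after Bright-Glo addition at room temperature.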
D1 agonist: Allosteric Agonists of the Human D1 Dopamine Receptor: qHTS; activation, % at 2 µM; AID 504660, 2011; D(1A) dopamine receptor (Homo sapiens), P21728; hit rate 1% among 360,000; HEK293 T-REx D1 cells, calcium flux, agonist mode; in the data active = activation above about 30%; note: 0% is about no effect
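Inducible HEK293 T-REx D1 cells, force-coupled to calcium signalling, were plated at 4000 cells/well with tetracycline and held overnight at 30 C. After no-wash calcium dye loading, compound-evoked calcium rise over 180 s flagged agonists.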
Vif-A3G inh: qHTS for Inhibitors of Vif-A3G Interactions: qHTS; DNA dC->dU-editing enzyme APOBEC-3G (Homo sapiens), Q9HC16; HeLa A3G-eYFP + Vif (tagged APOBEC3G with the HIV-1 protein that degrades it), YFP fluorescence, overnight; Potency, µM (highest dose often 46.1 µM), for the others: top-dose activity, negative = active, actives largely listed as inhibitors; hit rate 0.076% among 410,000;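 note: potency is the fitted concentration of half-maximal effect; % is set by controls: 0 for no effect and ±100 for the full control effect; nearly all actives have a fitted effect of over 60% in size; hits raise eYFP signal because A3G escapes Vif-driven loss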
Target sequence (Q9HC16 whole entry, looked up): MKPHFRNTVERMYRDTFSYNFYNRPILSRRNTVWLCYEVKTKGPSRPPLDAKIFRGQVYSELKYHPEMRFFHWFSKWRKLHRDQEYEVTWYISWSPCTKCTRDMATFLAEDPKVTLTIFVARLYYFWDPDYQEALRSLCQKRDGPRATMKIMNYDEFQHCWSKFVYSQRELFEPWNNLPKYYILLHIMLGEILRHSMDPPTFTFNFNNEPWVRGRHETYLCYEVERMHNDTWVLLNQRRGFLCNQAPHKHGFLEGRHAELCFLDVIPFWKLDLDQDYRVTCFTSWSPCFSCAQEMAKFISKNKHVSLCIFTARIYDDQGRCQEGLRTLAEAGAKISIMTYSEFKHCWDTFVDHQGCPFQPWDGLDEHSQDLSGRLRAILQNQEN
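Read-out is eYFP fluorescence (Ex 488/Em 500-530) from Vif-expressing HeLa A3G-eYFP cells; more signal means A3G escaped Vif-mediated degradation. Cells plated overnight, compound pinned in, incubated overnight at 37 deg C.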
D1 antag: Antagonist of Human D 1 Dopamine Receptor: qHTS. D(1A) dopamine receptor (Homo sapiens), P21728. HEK293 TREx D1 cells, calcium flux, dopamine EC80; stronger effect = lower value. activity change, negative = inhibition, % at 10 µM. hit rate 3.2% among 360,000; in the data active = activity change below about -30%; note: % is set by controls: 0 for no effect and ±100 for the full control effect
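Allosteric or orthosteric antagonism assessed as attenuation of the calcium response to EC80 dopamine, added 180 s after compound, in induced HEK293 Trex D1 cells loaded with no-wash calcium dye.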
Starred values were filed as active, the others as inactive; ? = inconclusive; . = not tested or not shown; & = joins results of further samples. Unless noted, calls come from the whole dose curve; as a rule, active = well fitted curve in the direction sought with a large enough effect; inconclusive = small, poorly fitted or top-dose-only effect, or another doubt; inactive = no such curve, though single readings can be large; an effect the other way counts as inactive or inconclusive.

SMILES | D1 potentiator | D2 PAM | RXFP1 ag | Vif-APOBEC3F blk | LDHA inh | GRP78 ERSR act | D1 agonist | Vif-A3G inh | D1 antag
CN1CCN(CC(O)COC(c2ccc(Cl)cc2)c2ccc(Cl)cc2)CC1 (centres undefined) | -7 | -30 | -3.1% | ? | -5 | -3% | 28 | 0% | 8
C=CCc1cc(C=O)cc(OCC)c1O | 7 | -3 | 1.4% | 9% | 2 | 1% | 1 | 0% | -16
COc1ccccc1NS(=O)(=O)c1cccc(C(=O)N2CCCCCC2)c1 | 5 | 3 | 0.1% | 5% | -4 | -2% | 5 | -5% | 10
N=C1C(c2nc3ccccc3[nH]2)=C(O)CN1c1ccc(F)cc1 | -17 | -4 | 4.0% | 0% | 6&-3 | 1% | 2 | -1% | -30*
OC(COc1ccccc1)Cn1cc(Br)cn1 (centres undefined) | 0 | -2 | -0.8% | 0% | -14 | 3% | 2 | 0% | -9
S=c1nc(C2COc3ccccc3O2)[nH][nH]1 (centres undefined) | -6 | 14 | 2.4% | -4% | 0 | 1% | 0 | -6% | -9
O=C1CCC([N+](=O)[O-])C(c2cc3c(cc2Cl)OCO3)N1 (centres undefined) | -2 | 22 | -0.4% | 2% | 1 | -3% | 2 | 0% | 11
CC(C)(C)NC(=O)CSc1nnc(NC(=O)c2ccccc2Cl)s1 | 1 | 4 | 0.0% | 8% | -9 | 1% | 1 | -2% | 21
CC(C)=C(NC(=O)c1ccco1)C(=O)NCCc1nc2ccccc2[nH]1 | 3 | 3 | -1.2% | 3% | -7 | -1% | 0 | 0% | -3
Clc1cccc(OCCCCN2CCCCC2)c1 | -6 | -25 | -0.2% | -1% | -9 | -6% | 5 | -13% | -4
NC(=O)Cn1cc(/C=N\NS(=O)(=O)c2ccc(Cl)cc2)c2ccccc21 | 1 | -2 | 0.7% | -1% | -3 | -8% | 3 | -7% | 10
COc1ccc(CNC(=O)Cc2cn(C)c3ccccc23)c(OC)c1 | 7 | -6 | 0.0% | 0% | -2 | -4% | 2 | -3% | 0
CCN(C(=O)N(CC)c1ccccc1)c1ccccc1 | -6 | -10 | 0.9% | -1% | -6 | -2% | -2 | -2% | .
COc1ccc(C(=O)NCCc2nnc3ccc(SCC(=O)N4CCCCC4)nn23)cc1 | -1 | -5 | ? | 0% | -2 | 6% | 0 | -4% | -1
CCOC(=O)c1c(NC(=O)CSc2nnc(C)s2)sc2c1CCN(C)C2 | 2 | 10 | 2.9% | -24% | 2 | -7% | 0 | -16% | 8
CCc1c(C)nc(SCC(=O)CC(=O)OC(C)C)c(C#N)c1C | -5 | 5 | 1.7% | 1% | -2 | -4% | 1 | -1% | -2
CC(C)COc1ccc(N)cc1OCC(C)C | 4 | 20 | 0.4% | 12% | 10 | -1% | 2 | 0% | 4
O=C(O)C1CCCCC1C(=O)Nc1ccccc1Cl (centres undefined) | 1 | -2 | -0.1% | . | -3 | -5% | 3 | -3% | -2
Cc1ccc(S(=O)(=O)NCC(c2ccc(N(C)C)cc2)N2CCCC2)cc1 (centres undefined) | 1 | -6 | 0.0% | -2% | 9 | -3% | -2 | 3% | 7
Cc1cc(C)c2c3c(cn2n1)c(=O)n(C)c(=O)n3C | . | . | . | 1% | -11 | -5% | . | 1% | .
Cc1ccc(S(=O)(=O)Nc2c(C)n(C)n(-c3ccccc3)c2=O)cc1C(=O)OCC(=O)N1CCCC(C)C1 (centres undefined) | 1 | 5 | 5.9% | 0% | 0 | 0% | 3 | 0% | 2
CN1/C(=C/C=N/n2cnnc2)C(C)(C)c2ccccc21 | -1 | . | -1.5% | -2% | -11 | 2% | -1 | -5% | -8
Cc1sc2nc(SCC(=O)N3CCN(CCO)CC3)n(-c3ccccc3)c(=O)c2c1C | 7 | 5 | -2.2% | 0% | -2 | -2% | 2 | -6% | 4
NS(=O)(=O)c1ccc(N/N=C/c2ccc[nH]2)c([N+](=O)[O-])c1 | -4 | 5 | -2.6% | 9% | 7&-1 | -2% | 0 | 4% | 0
O=[N+]([O-])c1ccccc1S(=O)(=O)N1CCN(Cc2ccc3c(c2)OCO3)CC1 | 4 | 4 | -0.8% | 13% | -19 | -1% | 2 | 2% | 2

Complete entries as entered above. Order of values: D1 potentiator	D2 PAM	RXFP1 ag	Vif-APOBEC3F blk	LDHA inh	GRP78 ERSR act	D1 agonist	Vif-A3G inh	D1 antag
`CCc1c(C)nc(SCC(=O)CC(=O)OC(C)C)c(C#N)c1C` in the list: -5	5	1.7%	1%	-2	-4%	1	-1%	-2
`Cc1cc(C)c2c3c(cn2n1)c(=O)n(C)c(=O)n3C` in the list: .	.	.	1%	-11	-5%	.	1%	.
`NS(=O)(=O)c1ccc(N/N=C/c2ccc[nH]2)c([N+](=O)[O-])c1` in the list: -4	5	-2.6%	9%	7&-1	-2%	0	4%	0
`COc1ccccc1NS(=O)(=O)c1cccc(C(=O)N2CCCCCC2)c1` in the list: 5	3	0.1%	5%	-4	-2%	5	-5%	10
`S=c1nc(C2COc3ccccc3O2)[nH][nH]1` (centres undefined) in the list: -6	14	2.4%	-4%	0	1%	0	-6%	-9

(more compounds)
SMILES | D1 potentiator | D2 PAM | RXFP1 ag | Vif-APOBEC3F blk | LDHA inh | GRP78 ERSR act | D1 agonist | Vif-A3G inh | D1 antag
O=c1cc(CN2CCN(c3ccccc3)CC2)nc2scc(-c3ccccc3)n12 | -7 | 11 | -2.3% | 1% | 2 | 1% | 5 | -3% | -8
NS(=O)(=O)c1ccc(-c2ccc(C=C3C(=O)c4ccccc4C3=O)o2)cc1 | -5 | -3 | 1.5% | 0% | 7 | -3% | 0 | 0% | -19
COc1cc(-c2noc(C3CCCN(C(=O)c4c(F)cccc4F)C3)n2)cc(OC)c1OC (centres undefined) | -8 | 10 | -1.6% | 1% | -5 | 6% | 0 | 2% | -9
Cc1ccc(NC(=O)N2CCCC2C(=O)Nc2c(C)cc(C)cc2C)cc1 (centres undefined) | -3 | -2 | 0.4% | ? | -1 | 2% | 0 | -1% | 17
O=C(CCN=C1NS(=O)(=O)c2ccccc21)OCc1c(F)c(F)c(F)c(F)c1F | 0 | -3 | -0.5% | 4% | -1 | -4% | 0 | 0% | 2
CCn1c(C)c(C)c2cc(C(=O)NCCN3CCCCCC3)ccc21 | -6 | 0 | -5.2% | 7% | -2 | -5% | 11 | 2% | 5
CCOc1ccc(NC(=O)CCN2CCN(S(=O)(=O)c3ccc(F)cc3)CC2)cc1 | -5 | . | 0.6% | -4% | -1 | -5% | 17 | -2% | -3
COc1cccc(C(=O)OCCN(C)C(C)(C)C)c1 | 0 | 0 | 2.0% | . | . | . | 2 | . | 2
O=C(O)C1CC1C(=O)Nc1nc2c(Cl)cccc2s1 (centres undefined) | 6 | 8 | -2.7% | 11% | -4 | -3% | 0 | 0% | 7
CCOC(=O)c1nn(-c2ccccc2)c2nnc(Cc3ccc(Cl)cc3)c(=O)n12 | -3 | -7 | -0.7% | 10% | -2 | 0% | 2 | 0% | -10
Cc1ccc([N+](=O)[O-])cc1S(=O)(=O)NCCc1cn2ccccc2n1 | -4 | 8 | 0.0% | -19% | -7 | -5% | 1 | -9% | -11
CCC1CN(C(=O)N2CCC(C(=O)NCc3ccco3)CC2)c2cc(C)ccc2O1 (centres undefined) | -4&-3 | -6&-6 | -0.8%&-0.5% | 1%&-2% | -8&-5 | -7%&-6% | 4&0 | 1%&4% | 0&-11
C=CCNC(=O)c1c2c(nc3ccccc13)-c1ccccc1CC2 | 0 | 3 | -0.5% | -5% | -1 | -3% | 2 | 0% | -6
Cc1ccc(S(=O)(=O)N2CCN(c3ncnc4sccc34)CC2)cc1C | -6 | 5 | 2.7% | -5% | -5 | -1% | 9 | -2% | -15
Cc1ccc(C2OC(=O)C=C2c2ccccc2)cc1 (centres undefined) | -2 | 1 | -0.9% | -3% | -6 | -4% | 0 | -4% | -3
O=C(NCCc1ccccc1)/C(=C/c1ccco1)c1ccccc1 | -3 | -8 | 0.5% | -3% | 0 | -2% | -2 | -5% | -18
COc1cc(Cl)c(C)cc1NC(=O)CN(C)Cc1cccc(OC)c1OC | -8 | -24 | -1.4% | 6% | -9 | -4% | 50* | 8% | 10
O=C1CCN(Cc2ccc(Cl)cc2)N1 | -4 | 8 | -2.5% | -10% | -8 | 1% | 2 | 0% | -1
COc1ccc(-c2csc3ncnc(N4CCN(S(=O)(=O)c5ccc(C)cc5)CC4)c23)cc1 | -2 | -6 | 1.9% | ? | -3 | -3% | 7 | -4% | -6
O=C(C1CCCN(S(=O)(=O)c2cccc3cccnc23)C1)N1CCc2ccccc21 (centres undefined) | -2 | 11 | 0.2% | -5% | 3 | -5% | 0 | -18% | 1
NC(=O)CSc1ncc2c(n1)-c1ccccc1N(Cc1ccc(F)cc1)S2(=O)=O | -2 | -6 | 1.2% | 0% | 0 | -1% | 5 | -1% | -5
CCSc1nnc(NC(=O)C(Cc2ccccc2)n2cccc2)s1 (centres undefined) | 7 | -6 | 18% | -2% | 2 | -3% | 0 | 2% | 6
CNC(=O)C(C)c1ncc(C(F)(F)F)cc1Cl (centres undefined) | -5 | -6 | -0.4% | -8% | 0 | 1% | 2 | 0% | -8
Cc1ccc(NC(=O)Cn2nc(C)c3ccccc3c2=O)c(C)c1 | 1 | 3 | 0.4% | -10% | -4&2 | -1% | 1 | -1% | -15

Source: PubChem BioAssay (National Center for Advancing Translational Sciences (NCATS))

Not all compounds are listed; count on the stated rates, not on these rows.
